Bioassay records deposited in PubChem by several laboratories.
cardiac RTF act: cardiac RTF calcium sensitization; IANBD-labeled TnC RTF fluorescence at EC20 calcium; 0% EC20 calcium, 100% full calcium; activation, % at 7.2 µM; hit rate 0.24% among 340,000;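 active means activation above the mean over all tested compounds plus 3 SD, cut at about 30% in these data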;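 further: rise in fluorescence read as greater calcium sensitivity of cardiac thin filaments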
dFosB act: mouse delta FosB homodimer activation; P13346; purified delta FosB, TAMRA-CDK5 oligo fluorescence polarization; percent of positive-control signal above neutral wells; activation, % at 25 µM; hit rate 0.99% among 340,000; AID 493131;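 active means mean activation above about 17%, with every replicate also reaching it, limit read from the data, passing the limit was not always enough; inconclusive means only one of the two conditions met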;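 further: fluorescence polarization rise as delta FosB binds a TAMRA Cdk5 AP-1 oligo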
Rtt109 HAT inh: inhibitors of Candida albicans Rtt109/Vps75 histone acetyltransferase. Q5AAJ8. purified Rtt109/Vps75, ThioGlo CoA-SH fluorescence, 4 h. inhibition, % at 34.9 µM. hit rate 0.16% among 330,000;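 active means inhibition of at least 50% in every replicate; inconclusive means best replicate reaches 50% inhibition but some replicates fall short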
Mot1-301 SUMO: inhibitors of SUMOylation pathway: yeast Mot1-301 growth rescue. S. cerevisiae Mot1-301 growth rescue, ATP luminescence, 38.5C; percent above DMSO median, 100 means doubled. growth rescue, % at 18.8 µM. hit rate 1% among 320,000. AID 2716;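 active means every valid replicate shows activation above 250% relative to neutral control wells; inactive means the rest, any valid replicate at or below 250%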;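 further: OY570 slx delta 5 strain wells were the positive control but not used for scaling; some compounds called inactive have numbers as strong as hits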
CDK5 inh: blocks human CDK5/p35 kinase activity. inhibition, % at 10 µM. Recombinant CDK5/p35, ADP-Glo luminescence, 60 min. hit rate 0.01% among 330,000;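 active means highest replicate inhibition of at least 50% and at least 75% of replicates reaching 50%; inconclusive means only one of the two criteria met; inactive means both criteria failed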;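 further: plate controls were DMSO neutral control for no effect and GW8510 at 10 µM for full effect; many of its hits are not listed in these tables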
Cardiac RTF inh: cardiac RTF calcium desensitization | P19429+P45379 | IANBD-labeled cardiac RTF, Ca2+ fluorescence | inhibition, % at 7.15 µM | hit rate 0.12% among 340,000 | AID 493244;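 active means inhibition above the mean inhibition of all tested compounds plus 3 SD, cut at about 17% in these data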;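 further: assay run at fixed EC70 calcium of 1.6 mM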
PvdQ acylase: blocks Pseudomonas aeruginosa PvdQ acylase activity. hit rate 0.063% among 340,000. inhibition, % at 10 µM. purified PvdQ acylase, fluorescence plate reader; in the data active means inhibition above about 30%, passing the limit was not always enough; inconclusive means no clear call, values can overlap the other calls;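 further: 0% = vehicle neutral wells and 100% = reference inhibitor wells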
LANA DNA inh: KSHV C-LANA DNA binding inhibition | MBP-C-LANA/FAM-LBS DNA binding, fluorescence polarization | inhibition, % at 9 µM | AID 504423 | hit rate 0.078% among 340,000;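 active means highest replicate inhibition at or above 60% at 9 µM, even if other replicates fall short; inactive means all replicates below 60% inhibition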;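 further: 0% = neutral control wells and 100% = 4 µM acridine orange control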
Keap1 Nrf2 FP: inhibitors of human Keap1-Nrf2 protein-protein interaction; Keap1 Kelch-Nrf2 peptide fluorescence polarization, 1536-well; inhibition, % at 9.4 µM; hit rate 0.15% among 340,000; AID 504523; in the data active means inhibition above about 12%; inconclusive means no clear call, values can overlap the other calls; inactive means below about 7.3%;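 further: human Keap1 Kelch domain with fluorescein labeled Nrf2 9mer peptide probe; 0% = neutral control wells and 100% = peptide positive control; higher means more block of Keap1 binding to Nrf2 peptide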
PfHsp90 set2: reduces growth (ATP signal) of yeast expressing P. falciparum Hsp90; inhibition, % at 9.4 µM; hit rate 0.32% among 310,000; S. cerevisiae expressing PfHsp90, BacTiter-Glo ATP, 48 h; yeast lacking PDR1 and PDR3 efflux regulators;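 active means every replicate shows inhibition above about 80%, whatever the replicate mean, limit read from the data; inconclusive means mean inhibition reaches the set limit but some replicate falls short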;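 further: 0% = DMSO neutral controls and 100% = 20 µM radicicol positive controls; yeast relying on Plasmodium falciparum Hsp90 in place of its own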
NSD2 HMT inh: inhibitors of human histone methyltransferase NSD2 | hit rate 0.54% among 310,000 | inhibition, % at 12.5 µM | NSD2 peptide methylation, AlphaScreen, 120 min | O96028 | AID 743445; in the data active means inhibition above about 50%
Target sequence (O96028 whole entry, looked up): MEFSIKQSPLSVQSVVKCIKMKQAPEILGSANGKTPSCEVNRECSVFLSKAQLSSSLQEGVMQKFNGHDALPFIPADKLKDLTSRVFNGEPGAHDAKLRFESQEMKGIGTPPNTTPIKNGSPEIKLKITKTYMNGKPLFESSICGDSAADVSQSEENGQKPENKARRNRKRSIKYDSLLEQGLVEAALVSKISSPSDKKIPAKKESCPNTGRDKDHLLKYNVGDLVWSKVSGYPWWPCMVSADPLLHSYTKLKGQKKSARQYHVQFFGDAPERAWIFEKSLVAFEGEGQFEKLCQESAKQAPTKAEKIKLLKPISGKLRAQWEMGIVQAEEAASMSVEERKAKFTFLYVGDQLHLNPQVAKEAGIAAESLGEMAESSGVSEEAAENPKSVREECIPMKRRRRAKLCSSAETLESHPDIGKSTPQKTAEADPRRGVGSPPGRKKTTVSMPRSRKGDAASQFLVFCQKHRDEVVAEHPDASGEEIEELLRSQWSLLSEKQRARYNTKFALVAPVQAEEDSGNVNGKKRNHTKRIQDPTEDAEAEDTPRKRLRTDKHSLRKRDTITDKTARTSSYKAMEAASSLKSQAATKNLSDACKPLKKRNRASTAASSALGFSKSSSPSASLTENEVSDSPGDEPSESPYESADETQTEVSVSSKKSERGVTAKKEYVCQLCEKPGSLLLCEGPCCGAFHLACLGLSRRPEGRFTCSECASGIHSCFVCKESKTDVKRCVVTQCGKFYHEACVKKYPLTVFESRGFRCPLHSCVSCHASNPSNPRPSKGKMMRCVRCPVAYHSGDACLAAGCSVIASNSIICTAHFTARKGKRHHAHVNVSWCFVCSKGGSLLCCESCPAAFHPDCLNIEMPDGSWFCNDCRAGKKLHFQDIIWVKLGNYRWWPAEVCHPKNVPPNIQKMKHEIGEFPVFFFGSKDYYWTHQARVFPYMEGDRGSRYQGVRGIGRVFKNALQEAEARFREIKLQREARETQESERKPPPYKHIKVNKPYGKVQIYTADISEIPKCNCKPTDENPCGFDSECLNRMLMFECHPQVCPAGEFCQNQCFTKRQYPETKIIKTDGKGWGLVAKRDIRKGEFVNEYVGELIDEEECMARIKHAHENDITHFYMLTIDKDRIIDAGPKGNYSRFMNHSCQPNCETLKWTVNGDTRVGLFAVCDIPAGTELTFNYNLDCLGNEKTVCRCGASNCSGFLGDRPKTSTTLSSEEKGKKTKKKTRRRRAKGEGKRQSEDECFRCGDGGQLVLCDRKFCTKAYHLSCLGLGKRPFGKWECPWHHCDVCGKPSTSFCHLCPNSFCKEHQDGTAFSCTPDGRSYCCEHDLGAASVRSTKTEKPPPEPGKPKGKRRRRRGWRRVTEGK
* marks the source's active call; other numbers are inactive results; u = inconclusive; x = not tested or not shown.

1) Cc1ccc(NC(=O)c2cc(C)n(-c3cccc(C)c3)c2C)cc1
2) COc1cccc(CNC(=O)Cc2ccc(OC)c(S(=O)(=O)N3CCOCC3)c2)c1
3) CC(=O)Nc1ccc(NC(=O)COc2ccc(-c3ccc(C#N)cc3)cc2)cc1
4) Cc1nc(Nc2ccc(S(N)(=O)=O)cc2)sc1-c1ccccc1
5) CNC(C)C(=O)NC(C(=O)N1CCCC1C(=O)Nc1ccc2ncccc2c1)C(C)C (configuration not stated)
6) Cc1ccc(OCc2cccc(S(=O)(=O)N(C)C)c2)c([N+](=O)[O-])n1
7) COc1ccc(/C=N/n2nnnc2N)cc1OC
8) O=[N+]([O-])c1ccc(COc2ccccc2CN2CCOCC2)cc1

screen / no.	1	2	3	4	5	6	7	8
cardiac RTF act	-4.8	0.2	-1.7	-2.1	1.9	3.7	-1.7	-6.9
dFosB act	-3.3	2.6	33.6*	-2.1	-7.7	2.8	-6.1	2.3
Rtt109 HAT inh	-7.4	x	7.0	1.4	10.5	13.6	-9.5	9.5
Mot1-301 SUMO	7.0	-4.5	-32.1	-46.2	-1.9	-14.7	-9.8	x
CDK5 inh	-2.2	0.7	1.1	6.8	-0.6	0.3	0.7	0.7
Cardiac RTF inh	2.9	-1.7	1.9	7.6	1.2	-6.9	-3.5	-3.2
PvdQ acylase	-5.6	5.6	2.6	-3.0	15.2	16.3	-0.5	-6.7
LANA DNA inh	0.3	x	3.9	-0.3	-3.4	-2.5	-2.9	0.6
Keap1 Nrf2 FP	-8.4	x	2.3	0.4	2.8	-2.3	5.2	-2.5
PfHsp90 set2	-13.1	-7.6	-2.4	-2.7	4.9	-21.7	-0.4	6.3
NSD2 HMT inh	0.7	-5.4	-0.9	-4.0	x	-1.4	0.9	x

9) CN(CC(=O)Nc1ccccc1N1CCOCC1)S(=O)(=O)c1ccc(F)cc1
10) O=C1CNC(=S)N1Cc1cccc(Cl)c1
11) O=C(NC1CCCC1)c1cccc(NC(=O)c2ccco2)c1
12) COc1cccc(C(=O)Nc2ccc3c(c2)C(=O)NC3=O)c1
13) CC(C)CNC(=O)c1cccc(NC(=O)c2ccco2)c1
14) COc1ccc(C(N)=O)cc1NC(=O)c1cccc(F)c1
15) N#CCC(=O)N/N=C/c1ccc(OCC(=O)Nc2ccc(F)cc2)cc1
16) COc1cc2sc(-c3ccc(S(C)(=O)=O)cc3)c(C(=O)NCCCCO)c2cc1OC

screen / no.	9	10	11	12	13	14	15	16
cardiac RTF act	3.0	5.8	4.3	-1.3	1.5	-5.2	-2.7	-3.5
dFosB act	-12.5	-2.0	-16.5	23.2*	-1.8	-2.8	4.7	2.1
Rtt109 HAT inh	-6.8	12.1	4.5	-3.9	-2.1	-6.1	2.8	-4.8
Mot1-301 SUMO	-4.2	0.1	-2.3	-1.9	-1.4	-19.8	10.7	-6.6
CDK5 inh	-0.2	-2.9	1.0	-1.0	-1.3	0.5	-1.9	2.2
Cardiac RTF inh	-14.7	-9.7	-7.8	-4.7	-1.1	-6.3	-10.1	-1.5
PvdQ acylase	-6.3	-12.0	-6.1	-17.6	-6.9	7.1	-22.1	-0.8
LANA DNA inh	-1.2	-0.2	1.3	-0.4	-1.8	-0.1	2.2	-0.4
Keap1 Nrf2 FP	-3.6	4.5	-0.8	-3.6	0.6	-1.3	-5.1	-5.4
PfHsp90 set2	-28.4	0.6	x	4.2	-9.9	-0.7	22.0	x
NSD2 HMT inh	5.4	-3.1	0.9	x	-5.8	0.8	0.8	x

17) CCc1nnc(NC(=O)c2ccc(COc3cccc(C)c3)o2)s1
18) O=C(Nc1cccc(-n2cnnn2)c1)c1cc(Cl)ccc1Cl
19) O=C(Nc1ccc(-c2n[nH]c(=S)o2)cc1)c1ccccc1Br
20) COC(=O)c1nccnc1C(=O)Nc1ccccc1N1CCOCC1
21) [O-][n+]1onc2c1CCC1N(O)C(c3ccccc3)CC21O (configuration not stated)
22) O=C(Cc1cccs1)N/N=C/c1ccccn1
23) COc1ccc(-c2csc3ncnc(N4CCN(c5ccc(OC)cc5)CC4)c23)cc1
24) CSc1cccc(NS(=O)(=O)c2cccc3nsnc23)c1

screen / no.	17	18	19	20	21	22	23	24
cardiac RTF act	0.8	0.3	1.0	2.0	-3.3	0.7	3.1	2.8
dFosB act	-3.4	-4.2	1.8	0.8	9.6	1.4	-4.6	0.5
Rtt109 HAT inh	-2.0	1.9	-19.0	-3.8	3.7	7.6	-3.8	8.4
Mot1-301 SUMO	72.3	10.6	10.2	-7.9	7.5	213.8	-28.5	-14.7
CDK5 inh	0.8	-0.4	1.3	1.3	2.2	-0.1	-0.8	-0.3
Cardiac RTF inh	-18.8	-6.0	-10.1	-7.0	-7.4	-5.1	-7.1	2.1
PvdQ acylase	-12.9	2.4	-9.1	-15.6	-7.6	-21.7	-13.5	-9.4
LANA DNA inh	0.2	-0.3	-0.3	0.1	0.7	0.5	-0.5	-2.2
Keap1 Nrf2 FP	2.2	1.4	2.5	-4.7	0.5	-0.4	-1.2	-2.4
PfHsp90 set2	-55.7	3.5	-12.3	0.8	-20.6	-11.5	-53.5	-26.7
NSD2 HMT inh	0.8	1.4	2.9	-2.7	2.5	-0.8	5.5	x

Entries of single compounds, quoted from the list. Order of values: cardiac RTF act, dFosB act, Rtt109 HAT inh, Mot1-301 SUMO, CDK5 inh, Cardiac RTF inh, PvdQ acylase, LANA DNA inh, Keap1 Nrf2 FP, PfHsp90 set2, NSD2 HMT inh
Shown for O=C(Nc1ccc(-c2n[nH]c(=S)o2)cc1)c1ccccc1Br : 1.0, 1.8, -19.0, 10.2, 1.3, -10.1, -9.1, -0.3, 2.5, -12.3, 2.9
Shown for COC(=O)c1nccnc1C(=O)Nc1ccccc1N1CCOCC1 : 2.0, 0.8, -3.8, -7.9, 1.3, -7.0, -15.6, 0.1, -4.7, 0.8, -2.7
Shown for O=C(Nc1cccc(-n2cnnn2)c1)c1cc(Cl)ccc1Cl : 0.3, -4.2, 1.9, 10.6, -0.4, -6.0, 2.4, -0.3, 1.4, 3.5, 1.4
Shown for CSc1cccc(NS(=O)(=O)c2cccc3nsnc23)c1 : 2.8, 0.5, 8.4, -14.7, -0.3, 2.1, -9.4, -2.2, -2.4, -26.7, x

Next results
25) COc1cccc(CNC(=O)CC2C(=O)NCCN2Cc2ccoc2)c1OC (configuration not stated)
26) O=C(COC(=O)/C=C/c1ccc(Cl)cc1)NC1CCCC1
27) O=C(Cc1ccccc1)Nc1ccc(F)cc1
28) COC(=O)c1c(C)oc2ccc(NS(=O)(=O)c3cccs3)cc12
29) CC(OC(=O)c1cccs1)C(=O)Nc1nc(-c2ccccc2)cs1 (configuration not stated)
30) CCN(C(=O)CSc1nnc(COc2cccc(C)c2)o1)c1nc(C)cs1
31) Cc1noc(C)c1S(=O)(=O)NCc1cccc(Cl)c1
32) CCOCCn1c(CN2CCCC(C)C2)nc2c1c(=O)n(C)c(=O)n2C (configuration not stated)

screen / no.	25	26	27	28	29	30	31	32
cardiac RTF act	6.8	-0.1	x	-4.0	-4.0	-6.1	-1.6	-0.6
dFosB act	-1.5	-2.9	-9.6	-6.6	-3.2	-6.2	-2.1	-1.9
Rtt109 HAT inh	-10.0	-4.9	0.4	-1.5	9.5	-13.0	-1.7	-3.4
Mot1-301 SUMO	-0.8	14.7	54.4	14.5	11.8	-3.8	144.9	-5.3
CDK5 inh	0.4	-3.2	0.2	3.4	0.7	-1.0	1.1	-0.6
Cardiac RTF inh	-4.8	-2.7	x	-5.2	-0.7	-1.1	-9.4	-9.4
PvdQ acylase	3.4	-14.1	-9.4	-11.6	-14.6	1.5	16.1	0.5
LANA DNA inh	-0.6	-1.6	-0.3	-1.2	0.1	0.0	-0.6	0.5
Keap1 Nrf2 FP	1.5	-3.3	-1.6	0.4	-2.4	2.1	-5.2	2.5
PfHsp90 set2	-9.9	11.1	19.0	-18.2	x	8.5	19.4	-14.4
NSD2 HMT inh	-2.2	1.1	-2.3	1.1	-0.5	-0.2	0.8	x

33) CC(=O)c1ccc(NC(=O)CCC(=O)OCC(=O)c2cccc([N+](=O)[O-])c2)cc1
34) CC(C)c1[nH]nc2c1C(C(C)C)C(C#N)=C(N)O2 (configuration not stated)
35) COc1cccc(-n2c(C)cc(/C=C3\C(=N)N4N=C(CC(=O)N5CCOCC5)SC4=NC3=O)c2C)c1
36) COCCOC(=O)C(CC(=O)O)NCc1ccco1 (configuration not stated)
37) O=C(O)c1cc(S(=O)(=O)N(Cc2ccccc2)c2cccc(C(F)(F)F)c2)ccc1Cl
38) CCc1cc2c(=O)n(CCC(C)C)c(=S)[nH]c2s1
39) COc1ccc(OC)c(CN2CCCC(C(=O)c3ccccc3SC)C2)c1 (configuration not stated)
40) COc1ccc(CCNC(=O)CSc2nnc3ccc(-c4ccccn4)nn23)cc1

screen / no.	33	34	35	36	37	38	39	40
cardiac RTF act	5.1	1.3	9.2	5.9	-7.2	6.7	-2.6	-1.7
dFosB act	0.9	2.5	-13.0	1.0	1.9	-3.9	-8.2	-9.9
Rtt109 HAT inh	-9.3	-3.7	-23.1	-5.3	-7.1	-4.2	1.7	2.9
Mot1-301 SUMO	-5.0	-8.7	9.2	2.9	7.2	8.2	-19.4	-2.3
CDK5 inh	-1.9	0.0	0.9	1.8	-1.9	1.7	-1.1	1.2
Cardiac RTF inh	0.7	0.7	-8.6	-5.0	-9.6	-0.3	0.1	-3.9
PvdQ acylase	-11.2	-3.7	-3.7	-7.0	-9.2	-16.1	-14.7	-19.4
LANA DNA inh	2.3	1.7	2.7	-0.2	0.7	-1.5	-0.3	-2.4
Keap1 Nrf2 FP	-1.0	1.9	-4.3	3.7	0.7	5.8	3.5	-0.9
PfHsp90 set2	-23.0	12.9	-21.0	-11.3	0.5	24.2	-11.1	-5.1
NSD2 HMT inh	0.1	-5.4	12.6	-4.9	-4.4	-3.8	13.1	1.1

41) CC(CCc1ccccc1)NC(=O)CCN1N=C(c2ccccc2)CCC1=O (configuration not stated)
42) O=C(Nc1cn(-c2ccccc2)nc1-c1ccc(F)cc1)c1ccccc1
43) CC(C)(C)c1ccc(C(=O)NCCOc2ccccc2F)cc1
44) CC1CCCCN1C(=O)CCC(=O)Nc1nnc(C(F)(F)F)s1 (configuration not stated)

screen / no.	41	42	43	44
cardiac RTF act	-4.0	1.9	-2.7	3.3
dFosB act	-5.4	-0.3	-7.6	-9.9
Rtt109 HAT inh	-6.6	-11.2	u	-5.7
Mot1-301 SUMO	6.6	-3.9	-16.2	6.8
CDK5 inh	-0.6	-1.2	-0.6	-2.0
Cardiac RTF inh	2.4	-12.6	-3.2	-7.0
PvdQ acylase	-7.2	-21.0	5.1	-6.5
LANA DNA inh	-0.5	-0.7	-3.1	-0.1
Keap1 Nrf2 FP	2.0	-4.5	-1.5	3.2
PfHsp90 set2	-9.9	-30.9	-14.8	2.8
NSD2 HMT inh	-1.1	-1.6	-1.6	-6.5

No enrichment for hits, and some 3.2% of all compounds hit somewhere here.
